Dengue-2 NS5 capping = Dengue-2 NS5 methyltransferase inhibitors, primary screen, biochemical, confirmation dose response (AID 588689). Dengue-2 NS5 methyltransferase capping enzyme assay, biochemical; higher % means a stronger effect. Genome polyprotein (Dengue virus type 2 (strain 16681-PDK53)). 340,000 compounds, 0.3% hits. inhibition, % at 25 µM, or IC50 in µM where a hit was titrated; in the data active = a potency from the dose series; inconclusive = inhibition above about 29% without an active follow-up result
Myeloid diff MLP = induction of myeloid progenitor differentiation, primary screen, cell-based, flow cytometry, MLPCN library | ER-HoxA9 myeloid progenitors, lysozyme-GFP differentiation | calls only at 10 µM | 360,000 compounds, 1% hits;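 active = normalized GFP-positive differentiation at or above the plate's own cutoff, the solvent-only control mean plus 3 SD; inconclusive = no clear call, values can overlap the other calls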;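 note: cells exposed to compound for four days before flow analysis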
Dengue-2 NS5 capping pilot replicate = second read-out of Dengue-2 NS5 capping, no call of its own (marks repeat the call); inhibition, %; measured here: pilot screen replicate inhibition
Myeloid diff MLP GFP+ MAC1+ % = further read-out of Myeloid diff MLP, marked with its call; GFP+ MAC1+ double positive, %; measured here: differentiation confirmed by MAC1 staining
* hit, by the source's call; i = inactive; ? = inconclusive; . = not tested or not shown.

SMILES	Dengue-2 NS5 capping	Myeloid diff MLP	Myeloid diff MLP GFP+ MAC1+ %	others
CC1(C)CC(=O)C=C(c2cccc(O)c2)C1=O	0.0%	i	0.4
CN(CC(=O)Nc1cccc(F)c1)C(=O)c1ccc(NC2CC2)c([N+](=O)[O-])c1	2.9%	i	1.2
NS(=O)(=O)c1ccc(N2CCOCC2)c(C(=O)NCc2ccc3c(c2)OCO3)c1	-5.8%	i	0.4
COc1cccc(COC(=O)c2cc(S(=O)(=O)N3CCCCC3)ccc2N2CCOCC2)c1OC	8.0%	i	0.8
O=S1(=O)N[C@@H](c2ccccc2)COc2cc(Br)ccc21	-1.6%	i	1.4
Cc1ccc(S(=O)(=O)N2CCN(S(=O)(=O)c3ccccc3Br)CC2)cc1	0.0%	i	0.2
COc1cc(NC(=O)c2[nH]cnc2C(N)=O)cc(C(=O)Nc2cccc(C(F)(F)F)c2)c1	2.4%	i	1.7
C[C@H](CO)N1C[C@H](C)[C@@H](CN(C)C(=O)C2CCCCC2)OCc2cnnn2CCCC1=O	-1.1%	?	.
O=C(NCCC(=O)N1CCN(Cc2c(F)cccc2Cl)CC1)c1ccc(Cl)cc1	-4.8%	i	0.5
CC(C)CNC(=O)COC(=O)c1c2c(nc3ccccc13)/C(=C\c1cccs1)CC2	7.8%	i	0.2
CCCC1(c2ccccc2)NC(=O)N(CC(=O)NCC2COc3ccccc3O2)C1=O (stereo unspecified)	-0.8%	i	0.4
O=C1CN(C(=O)COC(=O)c2cc(Cl)ccc2[N+](=O)[O-])c2ccccc2N1	-2.9%	i	0.1
Cc1ccc(/C=C/C(=O)OCC(=O)NCc2cccs2)o1	9.6%	i	0.7
O=C(COC(=O)/C=C/c1cccc(Cl)c1)NC1CC1	-1.4%	i	0.7
COc1ccccc1NC(=O)COC(=O)/C=C/c1ccc(OC)c(OC)c1	-7.6%	i	1.3
C[C@@H]1CC[C@]2(O[C@H](CCO)C[C@@H](O)[C@@H]2O)O1	-4.8%	i	4.4
Cc1ccc(C(CNS(=O)(=O)c2ccccc2)N2CCN(C)CC2)cc1 (stereo unspecified)	-8.0%	i	0.8
CCc1nnc(NC(=O)CSc2nc3[nH]c(=O)cc(O)c3s2)s1	-11.4%	i	1.9
COc1ccc(-c2ccc3c(c2)S(=O)(=O)c2cccc(C(=O)NCCOc4ccccc4)c2C3=O)cc1OC	12.0%	i	1.1
CCn1cc(CN(C)C(=O)CSc2nc(-c3ccco3)cc(C(F)(F)F)n2)c(C)n1	-10.4%	i	0.6
CN(C)CCCN(C(=O)c1ccc(S(=O)(=O)N2CCCCCC2)cc1)c1nc2cc3c(cc2s1)OCO3	6.6%	i	0.6
CN(c1ccccc1)S(=O)(=O)c1ccc(C(=O)Nc2ccncc2)cc1	1.4%	i	0.7
COC(=O)C1=C[C@@H](C(=O)OC)[C@@H]2C3=C(C(=O)C2(C)C)[C@H](c2ccccc2)[C@@H]2C(=O)N(C)C(=O)[C@@H]2[C@@H]3C1	-2.4%	i	1.2
CCN(CC(=O)Nc1c(F)cccc1F)C(=O)CN1C(=O)C2CCCCC2C1=O (stereo unspecified)	-4.4%	i	0.6
O=C(NCCOc1ccccc1)C1CCCN1C(=O)c1cccs1 (stereo unspecified)	-2.4%	i	1.4

Pulled by structure from the entries so far:
SMILES	Dengue-2 NS5 capping	Myeloid diff MLP	Myeloid diff MLP GFP+ MAC1+ %	others
CN(CC(=O)Nc1cccc(F)c1)C(=O)c1ccc(NC2CC2)c([N+](=O)[O-])c1	2.9%	i	1.2
O=C(COC(=O)/C=C/c1cccc(Cl)c1)NC1CC1	-1.4%	i	0.7
CCn1cc(CN(C)C(=O)CSc2nc(-c3ccco3)cc(C(F)(F)F)n2)c(C)n1	-10.4%	i	0.6
O=C(NCCC(=O)N1CCN(Cc2c(F)cccc2Cl)CC1)c1ccc(Cl)cc1	-4.8%	i	0.5

(next part)
SMILES	Dengue-2 NS5 capping	Myeloid diff MLP	Myeloid diff MLP GFP+ MAC1+ %	others
C[C@@H]1CN([C@@H](C)CO)C(=O)CCCn2nncc2CO[C@H]1CN(C)S(=O)(=O)c1cccs1	-2.9%	i	9.1
CC(=O)Nc1ccc(C(=O)Nc2cccc(S(=O)(=O)NC3=NCCC3)c2)cc1	1.4%	i	0.8
COc1ccccc1-c1cccc([C@@H]2C[C@H]3[C@H](CON3C)CN2Cc2cc(Cl)cc(Cl)c2)c1	-8.6%	i	1.2	Dengue-2 NS5 capping pilot replicate=-5.8
NS(=O)(=O)c1ccc(CNC(=O)Cn2nc(C(F)F)cc2C(F)F)cc1	-5.2%	i	0.2
CCOc1ccc(OCC(=O)NCCS(=O)(=O)N2CCN(c3ccccc3)CC2)cc1	1.7%	i	0.8
CC(=O)O[C@@]1(C)C[C@@H](O)[C@]2(O)C=CO[C@@H](O[C@@H]3O[C@H](CO)[C@@H](O)[C@H](O)[C@H]3O)[C@@H]21	-4.9%	i	0.9
COc1ccc(C(=O)Nc2ccc(Br)cc2F)cc1S(=O)(=O)N1CCCC1	-3.7%	i	2.7
CC[C@H](C)Cc1cn([C@@H](CCCN=C(N)N)C(=O)NCCCCCCCCCCC(=O)N2CCNCC2)nn1	3.2%	i	3.2
CC(C)(C)OC(=O)N1CCC(NC(=O)c2[nH]cnc2C(=O)Nc2ccc(Cl)cc2)CC1	0.0%	i	0.8
Cc1cccc(NC(=O)c2cc3ccccc3c(=O)o2)n1	2.3%	i	0.4
CCc1noc(C)c1C(=O)N1CCN(c2ccc([N+](=O)[O-])cc2)CC1	4.4%	i	0.4
Cc1ccc(S(=O)(=O)N2CCCC2CNC(=O)C(=O)NCc2ccc3c(c2)OCO3)cc1 (stereo unspecified)	-1.7%	?	.
COc1cccc(CN(c2ccccc2C(=O)O)S(=O)(=O)c2ccc(C)cc2)c1	2.3%	i	1.2
O=C(CN1C(=O)NC2(CCCCCC2)C1=O)Nc1ccccc1[N+](=O)[O-]	7.3%	i	0.9
O=S(=O)(NCc1nnnn1-c1ccc(F)cc1)c1ccc(F)cc1	-1.1%	i	1.2
CC(OC(=O)CCC(=O)c1cccs1)C(=O)NC1CCCCC1C (stereo unspecified)	-7.6%	i	0.6
COc1ccc(-c2csc(NC(=O)CN3C(=O)C4CC=CCC4C3=O)n2)cc1 (stereo unspecified)	-13.3%	i	1.8
ON(CCc1ccccn1)CCc1ccccn1	?	i	1.1
CC(=O)c1c(C)[nH]c(C(=O)COC(=O)CCNS(=O)(=O)c2ccc(C)c(C)c2)c1C	-14.8%	i	0.7
CC1CCC2(CC1)NC(=O)N(CC(=O)Nc1ccc(F)cc1)C2=O (stereo unspecified)	0.7%	i	0.4
Cc1ccc(OC(=O)N(C)C[C@H]2OCc3cn(nn3)CCCC(=O)N([C@H](C)CO)C[C@@H]2C)cc1	1.7%	i	0.5
COc1ccccc1OCCNC(=O)c1cccc(S(=O)(=O)NCc2ccccc2)c1	0.0%	i	1.2
CN(CC(=O)Nc1ccc(Cl)c(Cl)c1)C(=O)c1ccccc1SCC(=O)N1CCCC1	-4.4%	i	2.6
COCCNC(=O)c1cc(-c2ccccc2C)n(CC2CC(c3cccc([N+](=O)[O-])c3)=NO2)n1 (stereo unspecified)	-4.1%	i	1.5
Oc1ccccc1C=NN=Cc1c(O)ccc2ccccc12	?	i	0.8
SMILES	Dengue-2 NS5 capping	Myeloid diff MLP	Myeloid diff MLP GFP+ MAC1+ %	others
CCN(C(=O)c1ccc(NC(=O)C2CCCCC2C(=O)O)cc1)c1ccccc1 (stereo unspecified)	0.6%	i	1.0
COc1ccccc1NC(=O)N(C)C[C@@H]1OCc2cnnn2CCCC(=O)N([C@H](C)CO)C[C@@H]1C	-4.5%	i	1.7
CC(=O)c1ccc(OCc2cc(C(=O)N(C)CC3COc4ccccc4O3)no2)cc1 (stereo unspecified)	-2.3%	i	0.9
CC1=CC(=O)C(C(C)=Nc2cccc(Cl)c2)C(=O)O1 (stereo unspecified)	-7.4%	i	1.0
O=C(Cc1ccc(NC(=O)C2CCN(C(=O)C3CCCCC3)CC2)cc1)Nc1cccc(C(=O)N2CCCCC2)c1	-1.3%	i	0.5
COc1ccc(C(O)c2cnc(C)n2Cc2ccccc2)cc1 (stereo unspecified)	-3.4%	i	0.6
COc1ccc(CN2CCC[C@]3(N[C@H](c4ccc(C(F)(F)F)cc4)[C@@H]4C(=O)N(Cc5ccccc5)C(=O)[C@@H]43)C2=O)cc1	-3.4%	i	1.4
CC(Sc1nnc(-c2ccccc2F)n1C1CC1)C(=O)NCc1ccco1 (stereo unspecified)	-9.2%	i	0.9
Cc1cccnc1NC(=O)CSc1ccc2c(c1)OCCO2	-6.3%	i	0.9
COc1ccc(Br)c(C(=O)OCC(=O)NC2CC2)c1	5.6%	i	0.5
C[C@H](CO)N1C[C@H](C)[C@@H](CN(C)Cc2ccc(C(=O)O)cc2)Oc2c(NC(=O)Cc3ccccc3)cccc2C1=O	-6.3%	i	0.6
Cn1c(=NN=Cc2ccccc2OCCO)sc2ccccc21	-1.1%	i	1.9
CCC(C)N(C(=O)COC(=O)c1ccc(N)c([N+](=O)[O-])c1)C1CCS(=O)(=O)C1 (stereo unspecified)	0.6%	i	0.9
CN(CC(=O)Nc1ccc(Cl)c(C(F)(F)F)c1)CC(=O)NC1CCCCC1	-12.5%	i	0.8
COc1cccc(OC)c1C(=O)OCC(=O)N1CC(C)CC(C)C1 (stereo unspecified)	-5.1%	i	0.3
O=C(Nc1ccc(C(=O)N2CCOCC2)cc1)c1ccccc1	2.6%	i	0.8
COC(=O)c1cncn1Cc1ccccc1	3.1%	i	0.9
Cc1ccn2c(=O)nc(SCC(=O)Nc3ccc4c(c3)OCCO4)nc2c1	-1.4%	i	0.9
CCC(C)N(C(=O)CSc1nnnn1-c1ccccc1OC)C1CCS(=O)(=O)C1 (stereo unspecified)	4.6%	i	0.3
CCCCN(C(=O)CN1C(=O)C2CCCCC2C1=O)c1c(N)n(CCC)c(=O)[nH]c1=O (stereo unspecified)	1.4%	i	0.6
OC(CCN1CCC2CCC(C2)C1)c1ccc(Br)cc1 (stereo unspecified)	-9.7%	i	0.3
C[C@@H]1CN([C@@H](C)CO)C(=O)CCCn2nncc2CO[C@H]1CN(C)S(=O)(=O)c1ccc(Oc2ccccc2)cc1	-2.8%	i	0.4
COc1ccc(OCCOC(=O)CCS(=O)(=O)c2ccc(C)cc2)cc1	-8.7%	i	0.4
COc1ccc(NC(=O)CN(C)C(=O)CCCSc2nc3ccccc3[nH]2)cc1	-2.2%	i	0.6
Clc1ccc(Cl)c2sc(N3CCOCC3)nc12	-4.8%	i	0.3
SMILES	Dengue-2 NS5 capping	Myeloid diff MLP	Myeloid diff MLP GFP+ MAC1+ %	others
N#Cc1ccc(C(=O)Nc2cc(C3CC3)nn2-c2ccccc2)cc1	3.2%	i	0.7
CCCCCCCCN1[C@@H](CC(=O)OCC)c2cc(F)ccc2S1(=O)=O	0.8%	i	1.5
O=c1[nH]c2c(c(=O)[nH]1)CCCCCC2	-2.4%	i	0.5
Cc1cc(C(=O)NCC(=O)OCC(=O)NCC2CCCO2)ccc1[N+](=O)[O-] (stereo unspecified)	-11.3%	i	0.9
COc1ccc(CNC(=O)CCC(=O)N2CCN(S(=O)(=O)c3cc([N+](=O)[O-])ccc3C)CC2)cc1	0.7%	i	0.7
Cc1cccc(NC(=O)CN2CCN(C(=O)c3cncn3-c3ccc(F)cc3)CC2)c1C	-4.3%	i	1.0
Cc1ccc(-c2cc(C(=O)N3CC(C)OC(C)C3)c3ccccc3n2)o1 (stereo unspecified)	1.4%	i	0.7
COc1cccc(/C=C/C(=O)OCC(=O)c2ccc[nH]2)c1	-2.7%	i	0.4
COc1ccc(C(=O)NNC(=O)C(NC(=O)c2cc(OC)cc(OC)c2)C(C)C)cc1 (stereo unspecified)	0.7%	i	1.0
CC(C)NC(=O)N(C)C[C@H]1Oc2c(NC(=O)C3CCCCC3)cccc2C(=O)N([C@H](C)CO)C[C@@H]1C	-4.8%	i	2.0
COc1ccc(NS(=O)(=O)c2cccc(C(=O)N3CCC3)c2)cc1	0.0%	i	0.5
CC1CCCCC12NC(=O)N(CC(=O)Nc1ccc(N3CCCCC3)cc1)C2=O (stereo unspecified)	0.0%	i	1.0
COc1cccc2sc3cc(NCC[C@@H]4CCCN4C)ccc3c(=O)c12	-1.2%	i	1.3
CC1CC1C(=O)OCC(=O)NC(=O)c1ccccc1 (stereo unspecified)	4.3%	i	0.9
Cc1c(C(=O)N2CCCCC2)oc2ccccc12	-8.9%	i	0.7
Nc1c(C(=O)Nc2ccc3c(c2)OCCO3)nnn1Cc1cccc(Br)c1	-3.0%	i	2.1
COCCN(C(=O)c1cc(-c2ccco2)nc2ccccc12)c1c(N)n(Cc2ccccc2)c(=O)[nH]c1=O	-6.5%	i	1.2
CN1CCN(c2ccc(S(=O)(=O)N3CCCCC3)cc2NC(=O)Cc2c(F)cccc2Cl)CC1	3.7%	i	0.7
O=C(c1cc(C2CC2)nn1-c1ccccc1)N1CCN(S(=O)(=O)c2ccc(F)cc2)CC1	0.6%	i	0.7

Arranged by molar mass (descending): some entries from above.
SMILES	Dengue-2 NS5 capping	Myeloid diff MLP	Myeloid diff MLP GFP+ MAC1+ %	others
CC(C)NC(=O)N(C)C[C@H]1Oc2c(NC(=O)C3CCCCC3)cccc2C(=O)N([C@H](C)CO)C[C@@H]1C	-4.8%	i	2.0
Cc1cccc(NC(=O)CN2CCN(C(=O)c3cncn3-c3ccc(F)cc3)CC2)c1C	-4.3%	i	1.0
COc1cccc2sc3cc(NCC[C@@H]4CCCN4C)ccc3c(=O)c12	-1.2%	i	1.3

Source: PubChem (several laboratories)

An excerpt, so the mix of outcomes need not match the whole.
